ATXN2 expr inh = Primary qHTS for Inhibitors of ATXN expression; HEK-293 ATXN2-luciferase reporter, luminescence, 24 h; Potency, µM (doses to about 57 µM), for the others: at the top dose activity change, negative = inhibition, actives largely listed as inhibitors; 360,000 tested, 0.72% active; note: potency is the fitted concentration of half-maximal effect; % is set by controls: 0 for no effect and ±100 for the full control effect; nearly all actives have a fitted effect of over 55% in size
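ATXN2-luciferase reporter cells (luciferase flanked by upstream and downstream ATXN2 gene portions) were treated 24 h at 37 °C with compounds at up to 57 uM. SteadyGlo luminescence gave expression; GF-AFC fluorescence gave viability.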
S2 tox = Viability Counterscreen for Primary qHTS for Inhibitors of ATXN expression; S2 cells (HEK-293 line with an ATXN2-luciferase reporter) viability, CellTiter-Fluor protease fluorescence, 24 h; Potency, µM (titrated, usually from 56.7 µM), usual class: cytotoxic; 400,000 tested, 0.49% active; note: potency is the fitted concentration of half-maximal effect; nearly all actives have a fitted effect of over 40% in size
HT1080NT lethal = qHTS for induction of synthetic lethality in tumor cells producing 2HG: qHTS for the HT-1080-NT fibrosarcoma cell line; HT-1080-NT fibrosarcoma viability, CellTiter-Glo ATP luminescence, 48 h; 360,000 tested, 1.6% active; Potency, µM (series often up to 46.1 µM), inactives show at the highest dose activity, negative = less viability, hits mostly cytotoxic;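 note: NT is the 2HG producing partner of a matched IDH1 knockdown line; potency is the fitted concentration of half-maximal effect; 0% = DMSO-treated cells and -100% = media-only wells without cells; nearly all actives have a fitted effect of over 55% in size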
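A 48-hour cytotoxicity screen used HT-1080-NT cells plated 2 hours before compound delivery. ATP-based CellTiter-Glo luminescence measured viability, normalized to DMSO and no-cell controls.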
HT1080 IDH1KD tx = qHTS for induction of synthetic lethality in tumor cells producing 2HG: qHTS for the HT-1080-IDH1KD cell line; HT-1080 IDH1 knockdown viability, ATP luminescence, 48 h; Potency, µM (top dose mostly 46.1 µM), for inactives: top-dose activity, negative = toxicity, actives largely listed as cytotoxic; 360,000 tested, 2% active; AID 686971, 2013;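 note: potency is the fitted concentration of half-maximal effect; 0% = DMSO wells and -100% = cell-free medium wells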
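Assay cells: HT-1080 with IDH1 knockdown, 750 per well, RPMI/5% FBS. Exposure: 48 h at 37 °C following 2 h pre-incubation. Read: CellTiter-Glo luminescence; fitted concentration-response, curve class assigned.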
IL1B secr inh = qHTS for Inhibitors of Inflammasome Signaling: IL-1-beta AlphaLISA Primary Screen; AID 743279, 2014; 360,000 tested, 4.7% active; THP-1 LPS/ATP IL-1B secretion, AlphaLISA, 16 h; active compounds read low; activity change, % at 57.5 µM; in the data active = activity change below about -50%; inconclusive = mostly about -30% to -49%; note: % is set by controls: 0 for no effect and ±100 for the full control effect
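Secreted IL-1B measured by AlphaLISA bead assay after 16 h compound exposure of THP-1 cells; compounds (final up to 57.5 uM) added 1 h before LPS (250 ng/mL) and ATP (1.25 mM) stimulation; lower signal means less secretion.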
KB-3-1 cytotox = qHTS assay for MDR1-selective chemotherapeutics: Primary screen using the parental adenocarcinoma cell KB-3-1 | KB-3-1 viability, CellTiter-Glo ATP luminescence, 72 h | Potency, µM (series often up to 46.1 µM), for the others: at the top dose activity change, negative = cytotoxic, usual class: cytotoxic | 400,000 tested, 1.4% active; note: potency is the fitted concentration of half-maximal effect; % is set by controls: 0 for no effect and ±100 for the full control effect; nearly all actives have a fitted effect of over 60% in size
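Viability of parental KB-3-1 cells, measured by CellTiter-Glo luminescence, followed a 72 h incubation at 37 °C with pinned compounds in phenol-red-free DMEM containing 10% FBS.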
KB-V1 MDR tox = qHTS assay for MDR1-selective chemotherapeutics: Primary screen using the drug-selected MDR subline cells KB-V1; KB-V1 MDR cells viability, CellTiter-Glo, 72 h; Potency, µM (highest dose often 46.1 µM), for the others: at the highest dose activity change, negative = cytotoxicity, actives largely listed as cytotoxic; 400,000 tested, 3.4% active; AID 1347076, 2019; note: potency is the fitted concentration of half-maximal effect; % is set by controls: 0 for no effect and ±100 for the full control effect; nearly all actives have a fitted effect of over 60% in size
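Cytotoxicity toward P-gp-expressing KB-V1 cells was determined as loss of CellTiter-Glo luminescence after 72 h at 37 degrees C. Compounds were tested in quantitative HTS format across a concentration range, with curves fitted to normalized data.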
SW480 rerep = A quantitative high throughput screen for small molecules that induce DNA re-replication in SW480 colon adenocarcinoma cells; SW480 DNA re-replication, Hoechst DNA content imaging, 48 h; Potency, µM (top dose mostly 46.1 µM), for inactives: at the highest dose re-replication activation, hits mostly activators; 340,000 tested, 1.8% active; AID 624297, 2012; note: potency is the fitted concentration of half-maximal effect; % of control where 0% means no effect; nearly all actives have a fitted effect of over 55% in size
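Image-based DNA-content assay: after two days of treatment, nuclei were labelled with the DNA dye Hoechst and imaged, and hits were compounds raising the count of nuclei showing high fluorescence intensity.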
MCF10A rerep = A quantitative high throughput screen for small molecules that induce DNA re-replication in MCF 10a normal breast cells; MCF 10A DNA re-replication, Hoechst nuclear intensity, 48 h; 350,000 tested, 2.9% active; Potency, µM (top dose mostly 46.1 µM), without a hit: at the highest dose activity, positive = re-replication, most hits filed as activators; note: potency is the fitted concentration of half-maximal effect; % of control where 0% means no effect; nearly all actives have a fitted effect of over 50% in size
Starred values were filed as active, the others as inactive; i = inactive; ? = inconclusive; . = no result given; [ ] = another dose, or the depositor's remark. Unless noted, calls come from the whole dose curve; as a rule, active = well fitted curve in the direction sought with a large enough effect; inconclusive = small, poorly fitted or top-dose-only effect, or another doubt; inactive = no such curve, though single readings can be large; an effect the other way counts as inactive or inconclusive. Rows were taken by chance (roughly 11% active in at least one column).

SMILES	ATXN2 expr inh	S2 tox	HT1080NT lethal	HT1080 IDH1KD tx	IL1B secr inh	KB-3-1 cytotox	KB-V1 MDR tox	SW480 rerep	MCF10A rerep
Cc1cccc(N2CCN(C(=O)CCCn3c(=O)[nH]c4ccsc4c3=O)CC2)c1C	5%	?	.	.	.	-3%	-16%	.	.
COC(=O)NCC(c1ccco1)N1CCN(c2ccccc2)CC1 (stereo unspecified)	5%	i	3%	2%	-7	-2%	-24%	5%	0%
COc1ccccc1NC(=O)Nc1ccnn1C1CCN(C(=O)c2cccnc2)CC1	.	i	-4%	-1%	5	0%	26%	-27%	-1%
CC(=O)c1ccc(C(=O)N2CCCC(C(=O)c3ccc(Cl)cc3)C2)s1 (stereo unspecified)	-8%	i	-2%	-3%	21	7%	-3%	-7%	-18%
Cc1ccc2cn[nH]c2c1NC(=S)NC(=O)c1ccccc1	0%	i	-2%	-5%	-13	20%	21µM*	0%	4%
CSc1ccccc1C(=O)OCC(=O)N1CCCC1=O	-2%	i	-2%	0%	0	-16%	-6%	3%	0%
CCOC(=O)N1CCN(c2c(NCCN3CCN(c4ccccc4F)CC3)c(=O)c2=O)CC1	-7%	i	3%	-4%	12	27%	12%	3%	-3%
Cc1cc(NC(=O)CCC(=O)N(c2cccc(F)c2)C(C(=O)NC2CCCC2)c2ccc(C)o2)no1 (stereo unspecified)	-5%	i	-7%	-5%	?	-9%	?	0%	1%
CCOC(=O)C1CCN(C(=O)NS(=O)(=O)c2ccc(C)cc2)CC1	-4%	?	11%	6%	-10	20%	13%	-12%	-23%
COC(=O)c1cc(-c2ccc(C)o2)nc2ccccc12	3%	i	0%	-8%	-28	-6%	?	16µM*	23µM*
NS(=O)(=O)c1ccc(CCNC(=O)NC2CCCCC2)cc1	-5%	i	7%	15%	20	28%	18%	-14%	?
COc1ccccc1OCCC(=O)OCC(=O)Nc1cccc(Br)c1	7%	i	14%	?	-4	6%	0%	-2%	2%
Cc1ccc(C(=O)Nc2ccc(NC(=O)c3cccs3)cc2)cc1C	14%	i	.	.	.	2%	34%	.	.
Cc1nc2ncnn2c(Nc2ccc3c(c2)OCCO3)c1C	0%	i	-8%[9.24 µM]	-27%	41	-19%	?	12%	7%
COc1ccc(NC(=O)CN(C)S(=O)(=O)c2cccc3nsnc23)cc1OC	-7%	i	0%	0%	-4	14%	-17%	-5%	?
O=C(O)Cn1cc(C(=O)c2ccco2)c2ccccc21	6%	i	11%	17%	-6	3%	7%	-13%	-1%
Nc1c(C(=O)NCc2ccc3c(c2)OCO3)nnn1Cc1cccc(F)c1	-5%	i	-23%	-29%	9	14%	0%	-6%	4%
C/C(=N\NC(=O)c1ccccc1C)c1ccc(NC(=O)c2cccs2)cc1	4%	?	-3%	-30%	3	2%	5.8µM*	?	-1%
COc1cc(C(=O)Nc2nc3c(s2)Cc2c(Br)ccc(OC)c2-3)cc(OC)c1OC	-11%	i	.	.	.	26%	-7%	.	.
COc1ccc(-c2oc3ccccc3c2C#CC(C)(C)O)cc1	-25%	i	-21%	-7%	-3	-3%	9%	-4%	?
O=C(COC(=O)C1CCN(/C=C/C(=O)C(F)(F)F)CC1)Nc1cccc(F)c1	-12%	i	0%	10%	28	5%	22%	2%	2%
COc1ccc(N2C(=O)CSC2c2ccc3c(c2)OCO3)cc1 (stereo unspecified)	8%	i	-1%	-7%	10	1%	0%	-3%	8%
Cc1ccc(C)c(S(=O)(=O)Nc2ccc3oc(C)c(C(=O)O)c3c2)c1	-11%	i	29%	-2%	25	1%	-1%	-2%	16%
Cn1c(=O)c2c(nc(N3CCCCC3)n2CCSc2nc3ccccc3s2)n(C)c1=O	-9%	i	2%	-8%	14	-24%	?	-4%	15%
CC1CC(C)CN(S(=O)(=O)c2ccc(NC(=O)C3CC(=O)N(Cc4ccccc4)C3)cc2)C1 (stereo unspecified)	-26%	i	-14%	-28%	7	8%	23%	0%	-4%
COc1ccccc1C1C2CCCCC2(O)CCN1CC(=O)Nc1ccccc1 (stereo unspecified)	-4%	i	-4%	?	28	5%	?	-1%	17%
O=C(CCCN1C(=O)/C(=C\c2ccco2)SC1=S)Nc1cccc2ccccc12	-6%	?	?	?	-7	-6%	2%	0%	?
COc1ccccc1-c1noc2c1C(=O)N(Cc1cn(C3CCCC3)nn1)CC2	0%	i	-1%	7%	14	1%	-25%	.	.
COc1cc(SC)ccc1C(=O)Nc1cccc(S(=O)(=O)NC2=NCCCCC2)c1	-5%	?	-13%	-5%	-13	-12%	?	9%	17%
CCCCc1cc(=O)oc2c(C)c(OCC(=O)N3CCC(C(=O)O)(c4ccccc4)CC3)ccc12	1%	i	-14%	-15%	4	0%	-10%	-8%	6%

A second format for some results above.
> Cc1cccc(N2CCN(C(=O)CCCn3c(=O)[nH]c4ccsc4c3=O)CC2)c1C
  ATXN2 expr inh: 5%	S2 tox: ?	HT1080NT lethal: .	HT1080 IDH1KD tx: .	IL1B secr inh: .	KB-3-1 cytotox: -3%	KB-V1 MDR tox: -16%	SW480 rerep: .	MCF10A rerep: .
> COC(=O)NCC(c1ccco1)N1CCN(c2ccccc2)CC1 (stereo unspecified)
  ATXN2 expr inh: 5%	S2 tox: i	HT1080NT lethal: 3%	HT1080 IDH1KD tx: 2%	IL1B secr inh: -7	KB-3-1 cytotox: -2%	KB-V1 MDR tox: -24%	SW480 rerep: 5%	MCF10A rerep: 0%

Continued:
SMILES	ATXN2 expr inh	S2 tox	HT1080NT lethal	HT1080 IDH1KD tx	IL1B secr inh	KB-3-1 cytotox	KB-V1 MDR tox	SW480 rerep	MCF10A rerep
O=C(O)C1[C@H]2C(=O)N(Cc3cccs3)C[C@]23C=C[C@H]1O3 (stereo partly specified)	1%	i	-5%	-4%	14	-2%	0%	-2%	197%[0.0737 µM]
COc1ccccc1N1CCN(C(=O)c2cc(-c3ccc(Cl)c(Cl)c3)on2)CC1	26%	i	-3%[9.24 µM]	12%	0	1%	10%	-5%	19%
C=CCn1c(-c2sc3nc(C)cc(C)c3c2N)n[nH]c1=S	26%	i	-4%	2%	16	-8%	-19%	26%	9.2µM*
COc1ccc(C(=O)CSc2nnc(CNC(=O)c3ccc(OC)cc3)n2C)cc1	-7%	i	3%	-2%	25	-9%	-1%	0%	4%
COC(=O)c1ccc2c(=O)n(-c3ccccc3)c(SCN3C(=O)c4ccccc4C3=O)nc2c1	9%	?	1%	-1%	17	3%	?	1%	-2%
O=c1c(Cl)c(N2CCN(c3ccccc3)CC2)cnn1C12CC3CC(CC(C3)C1)C2	-11%	i	?	?	6	-27%	15%	-1%	-7%
O=C(NCc1ccco1)/C(=C\c1ccco1)NC(=O)c1ccccc1Cl	6%	i	-1%	20%	-4	5%	16%	12µM*	-11%
Cc1ccc(N/C=C/C(=O)c2ccco2)c(O)c1	.	i	-4%	-9%	34	?	-13%	1%	2%
O=C(Nc1ccccc1)c1ccc(CN2CCC(Cc3ccccc3)CC2)cc1	-18%	i	-2%	0%	-19	-12%	-21%	-4%[9.22 µM]	-17%
O=S(=O)(Nc1ccccc1C(F)(F)F)c1ccc(-c2ccccn2)s1	-27%	i	3%	11%	-10	14%	-2%	-5%	-4%
Cc1ccc(NC(=O)CC2S/C(=N/c3nccs3)N(C)C2=O)cc1C (stereo unspecified)	-25%	i	-10%	-27%	-4	12%	-1%	?	?
Cc1nn(-c2cccc(Cl)c2)nc1C(=O)Nc1cccc(C(=O)NC2CC2)c1	-5%	i	-1%	-7%	0	-14%	?	?	?
COc1cccc(CNC[C@H]2O[C@@H](n3cnc(C(N)=O)n3)[C@H](O)[C@@H]2O)c1OCc1ccc(F)cc1Cl	5%	i	0%	1%	7	0%	-6%	?	-2%
O=C(Nc1cccc(NC(=O)c2ccc(-c3ccc(Br)cc3)o2)c1)c1ccco1	.	.	-23%	?	85	-13%	-28%	0%	?
Cc1ccc2cc(CN(CCCN3CCOCC3)C(=O)NC3CCCCC3)c(=O)[nH]c2c1C	6%	i	-28%	?	-19	22%	?	5%	-2%
O=c1c2[nH]c3ccc(Br)cc3c2ncn1Cc1ccncc1	23%	i	-1%	0%	18	-1%	26%	?	-6%
COC(=O)[C@H](Cc1ccccc1)NC(=O)NC(C)CCc1ccccc1 (stereo partly specified)	-10%	i	2%	9%	0	18%	?	-5%	-5%
Cc1cc(C)n2nc(C(=O)Nc3cccc(S(=O)(=O)N(C)c4ccccc4)c3)nc2n1	.	i	2%	5%	19	0%	-8%	-2%	-2%
COC(C[C@@H](O)CC(=O)COCc1ccccc1)OC	6%	i	10%	1%	5	5%	1%	-10%	15%
CC1(c2ccccc2Br)NC(=O)N(CC(=O)Nc2ccc(S(N)(=O)=O)cc2)C1=O (stereo unspecified)	6%	?	8%	5%	2	11%	13%	-7%	7%
Cc1ccc(-n2c(=O)c3cccnc3n2CC(=O)Nc2ccc(C)cc2Cl)cc1	-1%	i	.	.	.	4%	14%	.	.

Four compounds from above with just IL1B secr inh and S2 tox.
SMILES | IL1B secr inh | S2 tox
O=c1c2[nH]c3ccc(Br)cc3c2ncn1Cc1ccncc1 | 18 | i
COC(=O)[C@H](Cc1ccccc1)NC(=O)NC(C)CCc1ccccc1 (stereo partly specified) | 0 | i
Cc1cc(C)n2nc(C(=O)Nc3cccc(S(=O)(=O)N(C)c4ccccc4)c3)nc2n1 | 19 | i
COC(C[C@@H](O)CC(=O)COCc1ccccc1)OC | 5 | i

From PubChem BioAssay
